FN deposition inh: fibronectin deposition inhibition | AH1F fibroblasts, Alexa488-fibronectin deposition fluorescence, overnight | actives 0.086% (n = 350,000) | inhibition, % at 12.6 µM;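 active means mean inhibition across replicates of 30% or more, regardless of how many single replicates reach that level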;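 further: positive control wells lacked labelled fibronectin entirely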
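Assay system: AH1F fibroblasts assembling fluorescent fibronectin matrix; Amount: 10000 AH1F cells per well; Buffer or medium: DMEM, 2% serum; Probe or stimulus: Alexa488-fibronectin, 24 nM final in well; Doses: single compound dose, delivered by pin transfer; Incubation: 1 h adhesion, overnight exposure; Measured by: fluorescence 485/525 nm; Read-out: fibronectin deposition inhibition.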
RAD54 inh: inhibitors of human RAD54 branch migration; AID 602329; RAD54 Holliday junction branch migration, FAM/BHQ fluorescence; Q92698; actives 0.14% (n = 360,000); inhibition, % at 10.4 µM;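 active means mean normalized replicate activity at least 40 and at least half of replicates scoring 40 or more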;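 further: 0% = median of neutral control wells and 100% = median of positive control wells; inhibitors cause a drop in the FAM fluorescence signal; in these data hits start at about 50%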
S100A4 inh HTS: blocks human S100A4 binding to myosin IIA peptide; P26447; S100A4/TAMRA-MyoIIA peptide fluorescence polarization; inhibition, % at 10.7 µM; actives 0.14% (n = 360,000);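 active means mean inhibition of at least 70% across replicates, with every replicate also reaching that level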
Target sequence (P26447 whole entry, looked up): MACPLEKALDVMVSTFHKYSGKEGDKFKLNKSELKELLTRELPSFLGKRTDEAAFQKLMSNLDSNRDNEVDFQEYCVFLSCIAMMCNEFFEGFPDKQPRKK
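assay system = human S100A4 monomer with TAMRA-labelled myosin IIA peptide | also added = labelled myosin peptide probe, 5 nM | incubation = 5 min between mix addition and reading | control set = DMSO and TFP controls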
E-selectin induc: induces E-selectin expression in human endothelial cells; HUVEC E-selectin immunofluorescence imaging; normalized: neutral wells 0, TNF-alpha wells 100; activation, % at 7.58 µM; AID 686992; actives 0.37% (n = 260,000); P16581;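 active means mean E-selectin-positive cell signal at least 10% of the positive control, reached in at least 60% of replicates, without over 20% cell loss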;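 further: in these data hits start at about 27%; measured in HUVEC primary endothelial cells; signal is the percent of cells scored E-selectin positive by PE staining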
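material = human umbilical vein endothelial cells (HUVEC), E-selectin induction | quantity = 3,000 cells/well | medium = EGM-2 growth medium on 0.1% gelatin-coated wells | technique = immunofluorescence imaging | read-out basis = % PE-positive cells | control set = TNF-alpha positive control, DMSO neutral control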
EWS-Fli inh: blocks EWS/Fli oncoprotein-driven transcription; inhibition, % at 12.6 µM; actives 0.67% (n = 350,000); A673 NR0B1-luciferase reporter, viability-normalised; AID 651661;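 active means mean inhibition of at least 50% after viability correction, with every replicate also passing that limit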;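 further: firefly luciferase signal divided by Alamar Blue viability fluorescence both relative to DMSO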
esBAF inh: SWI/SNF esBAF complex inhibition. mouse ES cells, Bmi1-luciferase knock-in reporter, 24 h; 100% = twice the neutral-well signal. reporter increase, % at 12.5 µM. actives 2% (n = 350,000). AID 602393; in the data active means activation above about 40%;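 further: 0% = median of the plate's neutral control wells and 100% = double that signal; a rise in the Bmi1 reporter signal indicates esBAF inhibition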
RAD52 inh: blocks human RAD52 DNA annealing; P43351; recombinant RAD52 DNA annealing, FRET fluorescence; inhibition, % at 18.7 µM; actives 0.46% (n = 360,000);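 active means every replicate showing at least 50% inhibition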
Target sequence (P43351 whole entry, looked up): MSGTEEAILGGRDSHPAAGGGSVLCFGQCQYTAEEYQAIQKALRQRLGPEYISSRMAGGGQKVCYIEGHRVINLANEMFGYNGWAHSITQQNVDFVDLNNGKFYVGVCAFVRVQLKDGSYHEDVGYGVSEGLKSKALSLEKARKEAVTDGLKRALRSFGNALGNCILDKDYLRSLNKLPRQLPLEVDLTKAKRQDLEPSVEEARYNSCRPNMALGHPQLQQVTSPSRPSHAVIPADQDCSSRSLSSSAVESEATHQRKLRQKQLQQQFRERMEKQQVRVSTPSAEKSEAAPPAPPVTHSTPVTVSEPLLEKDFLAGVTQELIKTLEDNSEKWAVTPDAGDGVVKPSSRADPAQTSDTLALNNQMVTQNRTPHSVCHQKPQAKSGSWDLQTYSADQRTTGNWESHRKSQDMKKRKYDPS
Xi reactivation: activators of X-chromosome reactivation in mouse fibroblasts; XiGFP mouse fibroblasts, % GFP-positive cells imaging, 3 d; cells co-treated with 5-aza-dC sensitizer; scaled so ellipticine positive control = 100%; actives 0.055% (n = 360,000); activation, % at 7.58 µM; AID 743238;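 active means mean normalized replicate activation at least 10% and every replicate at or above 10%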;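 further: 0% = median of on-plate neutral control wells and 100% = ellipticine 6 µM median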
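System: 68-5-11 XiGFP fibroblast line; Timing: 3 days compound exposure; Compound dosing: one concentration, pinned; Benchmarks: positive control ellipticine, 6 µM final; Buffer or medium: DMEM containing 5-aza-dC.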
An asterisk follows results filed as active; . = not tested or not shown; & = joins results of further samples.

Short forms – A = FN deposition inh; B = RAD54 inh; C = S100A4 inh HTS; D = E-selectin induc; E = EWS-Fli inh; F = esBAF inh; G = RAD52 inh; H = Xi reactivation
CCCCCC(=O)N1C[C@@H](O)[C@H](n2cc(C3CC3)nn2)C[C@@H]1c1ccc(Cl)cc1
  A: -3; B: 10; C: 3; D: .; E: -1; F: -6; G: -14; H: 0.1

CCc1cc2c(=O)c(-c3cnn(-c4ccccc4)c3)c(C)oc2cc1OCC(=O)Nc1cccc(C)c1
  A: -3; B: .; C: -5; D: .; E: 33; F: .; G: -16; H: -0.1

C[C@H]1CCCCO[C@H](CN(C)S(=O)(=O)c2ccccc2)[C@@H](C)CN([C@@H](C)CO)C(=O)c2cc(NC(=O)Cc3ccccc3)ccc2O1
  A: 3; B: -4; C: 0; D: .; E: 6; F: -1; G: -22; H: 0.0

COc1cccc2c(=O)cc(C)n(CC(=O)Nc3ccc(Br)cc3)c12
  A: -3; B: .; C: 5; D: .; E: 12; F: .; G: 1; H: 0.0

CCOC(=O)/C(C#N)=C/c1c(N2CCN(CC)CC2)nc2c(C)cccn2c1=O
  A: -3; B: 2; C: -1; D: .; E: -6; F: 2; G: 0; H: 0.0

C[C@@H]1CCCCO[C@@H](CN(C)C(=O)NC2CCCCC2)[C@H](C)CN([C@@H](C)CO)C(=O)c2cc(NS(=O)(=O)c3ccc(F)cc3)ccc2O1
  A: -10; B: -5; C: -9; D: .; E: 5; F: 7; G: 5; H: 0.3

Cc1nc2c(ncn2-c2ccccc2)c(=O)n1NC(=O)CN1CCN(C)CC1
  A: -1; B: .; C: 2; D: -0.2; E: -3; F: .; G: -10; H: -0.1

COc1ccc(C(=O)Nc2ccc(C3CC3(Cl)Cl)cc2)cc1 (stereo not given)
  A: 23; B: -1; C: -20; D: -1.0; E: -60; F: 91*; G: -20; H: -0.1

O=C(Cc1ccccc1)N1CC(=O)N2[C@H](CO)[C@H](c3ccc(Br)cc3)[C@@H]2C1
  A: .; B: .; C: -15; D: 0.0; E: -4; F: .; G: -9; H: 0.0

O=C(O)CCCCCN1C(=O)/C(=C/c2cn(-c3ccccc3)nc2-c2cccs2)SC1=S
  A: -4; B: .; C: 2; D: 0.0; E: 9; F: .; G: -188; H: 0.0

Cn1nc(C(=O)NCc2ccccc2Cl)c2c1-c1ccccc1S(=O)(=O)C2
  A: 1; B: -4; C: -2; D: .; E: .; F: 3; G: -7; H: 0.0

CC(C)C[C@H](NC(=O)N1CCn2c1nc1ccccc12)C(=O)N[C@@H](Cc1ccccc1)C(=O)O
  A: .; B: -7; C: 15; D: .; E: 1; F: 4; G: -6; H: .

O=C(C[C@H]1CC[C@@H]2[C@H](COC[C@H](O)CN2Cc2cccc(-c3ccncc3)c2)O1)N1CCCCC1
  A: -4; B: 0; C: -1; D: 0.2; E: 4; F: 23; G: 5; H: -0.1

COc1ccccc1CNC(=O)CN1C(=O)N(C)C2(CCCCC2)C1=O
  A: 4; B: -11; C: 1; D: -0.3; E: -8; F: 7; G: -26; H: 0.5

COc1ccc(C2C3=C(CCCC3=O)N(CC(=O)O)C3=C2C(=O)CCC3)cc1Cl
  A: 0; B: -5; C: -4; D: .; E: -6; F: 3; G: -5; H: 0.0

COc1cccc(NCc2nnc(SCC(=O)N(C)C3CCS(=O)(=O)C3)n2C2CCCCC2)c1 (stereo not given)
  A: 1; B: 2; C: 0; D: 0.6; E: .; F: -10; G: -3; H: 0.0

CCN(CC)CCCNC(=S)N1CCN(c2nc3ccccc3n2CC)CC1
  A: -1; B: 21; C: -2; D: 0.3; E: 12; F: 0; G: 2; H: 0.0

N#C[C@@H]1[C@@H](c2ccccc2-c2ccccc2F)[C@H](CO)N1C(=O)C1CC1
  A: -3; B: .; C: -6; D: -0.1; E: -4; F: .; G: 3; H: 0.2

OC[C@@H]1CN(Cc2ccncc2)C[C@H](n2cnc3c(NC4CC4)ncnc32)O1
  A: -10; B: 0; C: -1; D: -0.3; E: 5; F: 7; G: -11; H: 0.2

CCOC(=O)/C(=N\Nc1ccccc1Cl)N(C)C1CCCCC1
  A: 4; B: .; C: 3; D: .; E: 12; F: .; G: -6; H: 0.1

C/C(N)=C(/C#N)C(=O)CSc1nc(C2CCCCC2)n(-c2ccccc2)n1
  A: 3&0; B: -7; C: 6; D: 0.0; E: -2; F: -2; G: -17; H: -0.1

CCOC(=O)Cn1nc(C)c(NC(=O)COc2ccccc2)c1C
  A: -19; B: .; C: -2; D: .; E: -2; F: .; G: -4; H: 0.2

CN(CCOc1ccccc1)C(=O)c1ccc2c(c1)OCO2
  A: -2; B: 0; C: -24; D: -1.0; E: -46; F: 43*; G: -6; H: 0.0

COc1ccc(F)cc1S(=O)(=O)NCC1CCCO1 (stereo not given)
  A: 3; B: -7; C: -2; D: .; E: 14; F: 1; G: -6; H: -0.1

CCCCCSc1nc2c(c(=O)[nH]c(=O)n2C)n1C(C)C
  A: -5; B: -4; C: 3; D: .; E: 10; F: -1; G: 8; H: 0.0

CC1CCN(C(=O)COC(=O)c2cc(=O)[nH]c3ccccc23)CC1
  A: -3; B: 2; C: 4; D: 0.3; E: -75; F: 60*; G: 11; H: 0.0

Cc1cc(=O)n2nc(N3CCCC(C(=O)Nc4cccc(C)c4C)C3)sc2n1 (stereo not given)
  A: 3; B: -1; C: 1; D: .; E: 4; F: -4; G: -12; H: -0.1

CC1(C)Cc2c(ccc3ccccc23)C2=C(C(=O)N3CCCC3)C(=O)C(=O)N21
  A: .; B: .; C: -10; D: 4.4; E: -3; F: .; G: -23; H: 0.3

O=[N+]([O-])c1ccc2[nH]ncc2c1
  A: 5; B: .; C: -2; D: -0.5; E: 0; F: .; G: -8; H: -0.6

Cc1cc(C)c2nc(N(CCN(C)C)C(=O)c3ccc4ccccc4c3)sc2c1
  A: -1; B: -11; C: -3; D: 0.0; E: 4; F: -1; G: -18; H: 0.0

CCOC(=O)N1CCN(C(=O)c2cc(COc3ccc(OC)cc3Cl)on2)CC1
  A: 3; B: 12; C: 3; D: .; E: -48; F: .; G: -16; H: 0.0

COc1cc(-c2cc(=O)c3ccc(O)cc3o2)cc(OC)c1OC
  A: .; B: -1; C: 5; D: .; E: 6; F: -11; G: -19; H: .

COc1ccc(C(C(=O)NC2CCCC2)N(C(=O)c2snc(C(N)=O)c2N)c2ccccc2OC)cc1OC (stereo not given)
  A: 3; B: -13; C: -2; D: 0.0; E: 14; F: -3; G: 3; H: 0.1
